Compound activity from PubChem.
p47phox inh: blocks human p47phox regulatory protein of NADPH oxidases; actives 0.53% (n = 220,000); inhibition, % at 24.7 µM; p47phox/p22phox peptide binding, fluorescence polarization, 2 h; AID 1274; P14598;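 active = inhibition above about 30%, limit read from the data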;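 also: 0% = p47phox with labelled peptide and 100% = labelled peptide alone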
Target sequence (P14598 whole entry, looked up): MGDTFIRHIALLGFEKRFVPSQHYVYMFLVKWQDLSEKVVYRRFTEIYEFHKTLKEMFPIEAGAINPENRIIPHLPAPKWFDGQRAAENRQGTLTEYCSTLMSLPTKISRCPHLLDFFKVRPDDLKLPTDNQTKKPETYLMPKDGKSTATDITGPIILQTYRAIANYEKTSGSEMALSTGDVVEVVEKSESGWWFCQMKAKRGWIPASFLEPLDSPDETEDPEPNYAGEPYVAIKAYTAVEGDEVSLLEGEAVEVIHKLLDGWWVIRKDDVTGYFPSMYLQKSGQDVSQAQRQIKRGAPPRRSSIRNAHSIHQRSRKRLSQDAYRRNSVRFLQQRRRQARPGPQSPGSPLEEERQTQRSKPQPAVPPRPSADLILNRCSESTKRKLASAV
Runt-SMMHC FRET: blocks binding of human RUNX1 Runt domain to CBFb-SMMHC | Cerulean-Runt/Venus-CBFb-SMMHC FRET ratio 530/480, 1 h | actives 0.74% (n = 220,000) | inhibition, % at 20 µM | Q01196+Q13951;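 active = mean inhibition across duplicate retests at 20 µM reaching about 50%, limit read from the data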;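 also: 0% = DMSO wells and 100% = wells with excess untagged CBFb-SMMHC; inhibitors lower the FRET ratio by blocking Runt binding to CBFb-SMMHC; some results filed as inactive read as strong as hits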
EBV gp42 block: inhibitors of Epstein-Barr virus glycoprotein 42; Q1HVG2; Fluorescence polarization binding assay, mP read-out; actives 0.42% (n = 220,000); inhibition, % (tested at 21.74 µM); AID 1085; in the data active = inhibition above about 50%
Target sequence (Q1HVG2 whole entry, looked up): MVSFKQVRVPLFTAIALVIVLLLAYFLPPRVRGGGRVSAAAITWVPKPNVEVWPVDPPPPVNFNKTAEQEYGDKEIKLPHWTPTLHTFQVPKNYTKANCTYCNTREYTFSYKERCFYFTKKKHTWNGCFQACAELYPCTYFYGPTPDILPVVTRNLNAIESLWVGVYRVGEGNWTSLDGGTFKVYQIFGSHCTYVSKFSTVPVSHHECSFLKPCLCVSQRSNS
Hck-Nef inh: blocks Nef-activated human Hck kinase | P08631 | Recombinant Hck-YEEI plus Nef, Z-Lyte FRET kinase assay | inhibition, % at 20 µM | actives 0.68% (n = 220,000) | AID 463187;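 active = Hck-Nef kinase inhibition above about 50%, limit read from the data; inactive = inhibition below that limit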;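 also: 0% = DMSO with Hck plus Nef and 100% = Hck alone without Nef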
zVAD death inh: blocks zVAD induced death of L929 cells. actives 0.38% (n = 220,000). L929 zVAD necroptosis rescue, ATP luminescence, 24 h; with zVAD 60 µM. viability rescue, % at 10 µM. AID 1377;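 active = activation, scaled between plate controls, above about 75%, limit read from the data; inactive = activation under that limit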;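 also: 0% = zVAD with DMSO and 100% = DMSO alone without zVAD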
Tb hexokinase: T. brucei hexokinase 1 inhibition; actives 0.11% (n = 220,000); AID 1430; inhibition, % at 10 µM; recombinant TbHK1, G6PDH-coupled NADH A340;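 active = inhibition of 50% or more in the single-dose primary screen; inactive = inhibition below 50%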
MDM2 E3 inh: Mdm2 E3 ligase (human) inhibition; Q00987; cell-based MDM2 ubiquitination luciferase reporter, 2 h; 0 = plate control, 100 = twice control, blank-subtracted; signal enhancement, % at 5 µM; actives 0.11% (n = 210,000);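 active = signal enhancement of 30% or more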;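 also: luminescence tracks abundance of the self-degrading MDM2-luciferase fusion protein; higher signal means inhibition of MDM2 E3 ligase activity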
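Material: Stable MDM2–luciferase fusion reporter cells | Amount: 2000 cells seeded into each well | Dosing: One concentration, 5 µM, with 0.2% DMSO | Incubation: 4 h cell settling then 2 h compound exposure, 37 °C | Measured by: Luciferase luminescence | Read-out basis: % enhancement relative to plate controls after blank subtraction | Benchmarks: Control and blank well means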
14-3-3 Bad inh: disrupts binding of bovine 14-3-3 zeta to phospho-Bad peptide; P63103; TR-FRET 14-3-3zeta/Dy647-pBad peptide displacement, 1 h; inhibition, % at 21.7 µM; actives 0.71% (n = 220,000); AID 781;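 active = inhibition above about 70%, limit read from the data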;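 also: 0% = full 14-3-3 plus peptide FRET controls and 100% = background without 14-3-3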
Target sequence (P63103 whole entry, looked up): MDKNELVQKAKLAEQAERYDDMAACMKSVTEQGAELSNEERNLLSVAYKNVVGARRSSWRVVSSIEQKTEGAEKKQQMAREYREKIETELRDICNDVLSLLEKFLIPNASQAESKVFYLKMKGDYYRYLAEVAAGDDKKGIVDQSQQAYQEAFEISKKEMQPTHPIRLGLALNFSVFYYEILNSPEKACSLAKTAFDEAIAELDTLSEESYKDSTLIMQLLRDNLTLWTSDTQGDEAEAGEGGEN
Runt-CBFb FRET: inhibitors of human RUNX1 Runt domain binding to CBFb; actives 0.46% (n = 220,000); inhibition, % at 20 µM; Cerulean-Runt/Venus-CBFb FRET ratio 530/480, 1 h;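 active = inhibition over about 50% at 20 µM in the single-dose screen, limit read from the data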;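 also: 0% = DMSO wells and 100% = excess unlabeled CBFb competitor control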
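test system = Cerulean-Runt domain fusion protein, energy donor | probe or stimulus = Venus-CBFb binding partner, 100 nM | incubation = two 1 h room-temperature incubations shielded from light | detection = fluorescence energy transfer, 422 nm excitation, 530/480 nm emission | measure = loss of energy transfer signal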
* marks the source's active call; other numbers are inactive results; . = no result given; [ ] = another dose, or the depositor's remark.

SMILES	p47phox inh	Runt-SMMHC FRET	EBV gp42 block	Hck-Nef inh	zVAD death inh	Tb hexokinase	MDM2 E3 inh	14-3-3 Bad inh	Runt-CBFb FRET
Cc1cccc(C(=O)Oc2ccc(/C=N/O)cc2)c1	-6.6	8.8	-10.4	-0.3	1.2	1.1	5.8	-7.2[fluorescence artefact?]	-0.2
Cc1cccc(Cn2cc(/C=C/[N+](=O)[O-])c3ccccc32)c1	-31.2	3.5	-9.2	3.2	-0.6	-1.0	-2.4	-2.4	-3.6
Cc1ccc(S(=O)(=O)NC(C(=O)OCC(=O)NC(=O)c2cccn2C)C(C)C)cc1 (configuration not stated)	-5.3	4.8	0.8	-6.4	-0.4	2.9	-5.2	5.8	1.5
Cn1nnnc1SCc1ccc(C(=O)Nc2nccs2)cc1	-8.4	-3.4	-7.3	9.0	92.4*	-9.0	-31.7	6.9[fluorescence artefact?]	-110.5
COc1ccc(C(=O)N/N=C/c2c(CO)cnc(C)c2O)cc1	-5.1	88.4*	-9.7	-8.5	6.8	-16.5	-23.4	-14.5	3.5
O=[N+]([O-])c1ccc(-c2nc(=S)c3c(o2)CCCC3)cc1	-4.8	0.3	-5.9	8.0	.	-1.5	1.4	0.6[fluorescence artefact?]	2.2
CCc1cc2c(=O)c(-c3cnn(-c4ccccc4)c3)c(C(F)(F)F)oc2c(CN(C)C)c1O	-19.3	-12.0	-11.6	0.4	3.6	-12.3	.	-5.4	-1.3
O=C(CSc1nnc(-c2cccnc2)n1CCc1ccccc1)NCc1ccccc1	-14.4	0.8	-19.1	7.3	0.3	4.6	1.1	1.6[fluorescence artefact?]	-0.8
CCN(CC)C(=O)Cn1cc(S(=O)(=O)CC(=O)N2CCCCCC2)c2ccccc21	-11.0	1.8	-6.6	-69.7	1.2	-0.4	-10.8	-10.2	-0.9
N#C/C(=C\c1ccccc1[N+](=O)[O-])C(=O)Nc1ccc(S(N)(=O)=O)cc1	-28.3	0.5	42.7	29.3	-0.1	-18.1	.	-0.6	0.5
COc1ccccc1N1CCN(C(C)C(=O)Nc2ccc(S(=O)(=O)N3CCOCC3)cc2)CC1 (configuration not stated)	-4.5	-3.6	-19.2	21.6	-0.5	-5.9	-3.7	-11.9	-1.7
CCOc1cccc2c1OC1(C)CC2NC(=O)N1c1cccc(F)c1 (configuration not stated)	8.6	3.9	-3.0	6.2	0.1	56.9*	2.1	2.8[fluorescence artefact?]	-0.3
COc1ccc(NS(=O)(=O)c2ccc(OC)c(NC(=O)CCC3CCCC3)c2)cc1	-13.3	-6.4	-8.8	5.7	0.3	2.5	1.9	-10.9[fluorescence artefact?]	-1.3
Cc1cc(C)n2nc(SCC(=O)c3ccc[nH]3)nc2n1	-0.9	0.7	-8.1	1.6	-0.2	13.9	-22.8	-6.1	-0.7
CCCCN(C(=O)CN1C(=O)C2CC=CCC2C1=O)c1c(N)n(CCC)c(=O)[nH]c1=O (configuration not stated)	5.1	5.0	-2.8	4.8	0.3	3.1	2.5	-4.2	0.1
CCn1nnc(NC(=O)COc2ccc([N+](=O)[O-])cc2)n1	-4.3	-4.7	-18.0	14.4	0.1	-18.9	-2.5	5.9	1.1
CCSc1nc2ccccc2n1Cc1cccc([N+](=O)[O-])c1	-9.6	-2.2	3.6	0.7	0.0	4.3	-7.3	4.5	-1.2
CC(C)OC(=O)c1c(NC(=O)c2cccs2)sc2c1CCCC2	-13.0	-6.2	10.6	-6.9	3.0	-5.0	-9.7	-1.4	-1.5
CCN(c1ccccc1)S(=O)(=O)c1cc([N+](=O)[O-])ccc1N	3.9	.	-4.3	10.6	0.0	-10.5	-12.4	-7.6	.
O=c1cc(-c2ccccc2Cl)oc2c(NS(=O)(=O)c3cc(Cl)cc(Cl)c3O)ccc(O)c12	-49.6	-9.8	6.8	16.6	4.8	4.4	.	9.7	-2.2
COc1cccc(-c2nnc(SCC(=O)Nc3cc(C)on3)o2)c1	-7.3	1.3	-6.9	-0.6	0.5	-0.4	4.8	0.7	0.1
Cc1ccc(S(=O)(=O)NCC(=O)N/N=C/c2ccccc2O)cc1	0.0	4.9	-30.8	11.2	69.7	-4.3	-1.3	-16.3	1.6
N#CCCN/N=C(/Cc1nc2ccccc2[nH]1)c1cccc(Cl)c1	-21.7	2.3	-0.5	5.4	0.7	-4.2	-1.4	-3.9	1.4
Cc1ccccc1-c1cc(=O)c2c(O)cccc2o1	-4.7	0.2	-20.8	11.1	-0.6	-1.7	11.2	-0.2	-1.1
CCc1c(C)sc(NC(=O)c2ccc(Br)o2)c1C(=O)OC	-14.6	-6.1	-9.1	1.8	0.4	-7.1	-3.6	-1.3	-0.9
COCCCn1c(-c2ccc(S(=O)(=O)N3CCOCC3)cc2)csc1=Nc1ccccc1	-4.3	-4.7	-0.9	0.2	-0.1	-14.0	-33.8	52.8[fluorescence artefact?]	0.2
COCc1ccc(C(=O)N2CCCC(C(=O)c3cc(F)ccc3F)C2)s1 (configuration not stated)	-15.9	-0.1	7.3	2.3	-0.2	-2.7	-6.7	-2.0	2.5
CCCNS(=O)(=O)c1ccc(NC(=O)c2cccnc2)cc1	-1.5	3.5	-12.0	-0.1	0.2	-2.5	2.7	2.4	-1.7
C=CCN(CC=C)C(=S)NCCc1ccc(OC)c(OC)c1	-5.3	-0.3	6.7	3.2	0.2	-0.1	1.6	-7.8[fluorescence artefact?]	2.0
Cc1cc(=O)oc2cc(OCC(=O)OCC(=O)NC3CC3)ccc12	2.0	3.0	0.6	-12.1	0.1	-6.6	-9.4	0.7	2.7
Nc1nnc(Cc2ccc(Cl)c(Cl)c2)s1	-10.1	-1.5	-0.3	8.3	0.0	7.6	0.9	5.0	0.5
Cc1ccccc1NC(=O)N1CCN(C/C=C/c2ccccc2)CC1	-3.5	0.5	-14.3	1.7	1.2	-1.1	-17.0	-8.2	0.5
CCN1/C(=C/c2sc(-c3ccccc3C)c[n+]2C)Sc2ccccc21	0.4	16.6	-9.5	-29.5	5.6	5.9	-61.1	-4.5	.
CCCCc1nc2ccccc2n1Cc1nnc2n1-c1ccccc1SC2	-3.7	3.6	-10.5	0.0	-0.6	5.5	-20.1	-6.7[fluorescence artefact?]	-0.4
COc1ccc(OC)c(Nc2nc(NCCCN(C)C)nc(N)c2[N+](=O)[O-])c1	-4.0	1.1	-2.7	23.1	12.6	-49.3	-10.1	-10.3	-0.6
O=C(NCCc1ccccc1)c1c(F)c(F)c(F)c(F)c1F	2.9	1.1	-6.6	-0.1	1.1	-8.9	-5.1	-2.4[fluorescence artefact?]	3.4

Some of these compounds in order of their number in Tb hexokinase, highest first.
structure	Tb hexokinase
CCCCN(C(=O)CN1C(=O)C2CC=CCC2C1=O)c1c(N)n(CCC)c(=O)[nH]c1=O (configuration not stated)	3.1
N#CCCN/N=C(/Cc1nc2ccccc2[nH]1)c1cccc(Cl)c1	-4.2
CCc1c(C)sc(NC(=O)c2ccc(Br)o2)c1C(=O)OC	-7.1

Back to the main list, repeating the 2 entries before the break.
SMILES	p47phox inh	Runt-SMMHC FRET	EBV gp42 block	Hck-Nef inh	zVAD death inh	Tb hexokinase	MDM2 E3 inh	14-3-3 Bad inh	Runt-CBFb FRET
COc1ccc(OC)c(Nc2nc(NCCCN(C)C)nc(N)c2[N+](=O)[O-])c1	-4.0	1.1	-2.7	23.1	12.6	-49.3	-10.1	-10.3	-0.6
O=C(NCCc1ccccc1)c1c(F)c(F)c(F)c(F)c1F	2.9	1.1	-6.6	-0.1	1.1	-8.9	-5.1	-2.4[fluorescence artefact?]	3.4
O=C(c1oc(=O)c2ccccc2c1-c1ccccc1)N1CCC(O)CC1	3.0	-2.5	-5.6	1.3	0.9	-7.7	-33.0	-16.7	3.7
O=C(O)CN1CCN(Cc2ccccc2F)C1=O	-6.8	1.1	2.3	20.3	2.5	3.3	-2.5	-15.7	-0.9
COc1ccc(N=c2cc(-c3ccc(OC)cc3)oc3ccccc23)cc1	-3.2	-2.8	3.6	-1.3	-0.3	-5.1	.	0.0	-1.4
Cc1ccc(C)c(NS(=O)(=O)c2ccc(OCC(=O)NCc3ccco3)cc2)c1	-10.7	0.9	-4.5	8.3	0.5	2.8	-7.1	0.1	-1.0
O=c1c2ccccc2nc(SCc2ccc([N+](=O)[O-])cc2)n1-c1ccc(Cl)cc1	-9.4	-2.3	-20.5	2.3	-0.7	-5.2	-30.7	8.4	2.4
Nc1nonc1-n1nnc(C(=O)N/N=C/c2c(Cl)cccc2Cl)c1CSC1=NCCS1	-7.1	0.2	5.3	12.7	-0.6	-9.3	.	5.2	-0.2
Cc1ccnc(NC(=O)Nc2ccc(Br)cc2Cl)c1	-2.4	-4.5	0.1	4.2	83.1*	-0.3	-56.3	-5.5	2.1
Cc1ccc(NC(=O)NCC2CCN(Cc3cc(C)ccc3Cl)CC2)c(C)c1	0.6	3.1	-7.7	19.6	16.7	5.3	-8.5	-9.7	0.1
Cc1cc(C(=O)NC(C)C2CCCO2)cs1 (configuration not stated)	-15.8	1.3	-17.6	12.2	-0.6	5.8	-1.4	3.1	-0.9
CN(C)C(=O)c1ccc(-n2nc(C(F)(F)F)c3c2CCCC3)cc1	-3.3	-0.3	-22.8	-2.1	-0.5	0.4	-6.7	7.3	4.7
COc1ccccc1CN1CC(C(=O)NC2CCCCC2)CC1=O (configuration not stated)	-9.0	4.2	-9.9	0.1	0.3	1.3	-9.2	-6.9	-1.0
CC(C)=CC(=O)Nc1c(C)cc(C)cc1Cl	-11.4	0.0	7.7	-12.5	-0.2	-104.7	-91.2	2.6	0.8
Cc1sc2nc3c(C(=O)N4CCN(c5ccccn5)CC4)cccn3c(=O)c2c1C	-6.2	-17.4	-4.1	2.3	0.8	-13.9	-4.1	-1.2	-9.6
O=C(CNCC1CCCO1)Nc1ccc([N+](=O)[O-])cc1C(=O)Nc1ccccc1F (configuration not stated)	-6.8	5.4	2.9	-8.5	1.5	-11.4	-3.4	-3.2	0.2
Cc1ccc(/C(N)=N/OC(=O)N2CCOCC2)cc1	0.7	-119.5	-7.2	0.4	1.4	0.4	-7.5	-6.1	74.3*
CC(=O)c1sc(NC(=O)c2cc3c(C)nn(-c4ccccc4)c3s2)nc1C	5.7	19.8	-14.9	6.6	0.4	-9.5	-0.6	11.8[fluorescence artefact?]	8.1
COc1ccc(Cl)cc1NC(=O)N(C)Cc1c(C)nn(C)c1C	-2.1	-2.7	-10.6	0.0	-0.2	-0.2	8.7	5.3[fluorescence artefact?]	0.9
COc1ccc(C(=O)/C=C/Nc2ccc(S(=O)(=O)Nc3cccc(C(C)=O)c3)cc2)cc1	2.6	1.4	-29.1	3.9	1.6	3.8	-4.4	16.2[fluorescence artefact?]	-4.0
Cc1ccc(S(=O)(=O)N2CCCC(C(=O)NCc3cccnc3)C2)cc1Cl (configuration not stated)	-0.2	-0.9	-8.4	-0.5	0.5	8.2	-10.7	3.2	-0.1
Cc1onc(-c2ccccc2Cl)c1C(=O)OCC(=O)Nc1cccc(S(=O)(=O)N2CCOCC2)c1	-26.7	-1.2	-4.0	-7.1	-0.2	-4.8	-2.3	-10.9	2.0
Cc1cccc(N2CCN(C(=O)C3CCN(c4nnc(-n5cccc5)s4)CC3)CC2C)c1 (configuration not stated)	4.0	1.4	-16.0	-8.6	0.7	0.2	-12.4	11.8	-1.1
